ALOX12 inh: inhibitors of human 12S-lipoxygenase ALOX12. P18054. purified 12hLO, xylenol orange hydroperoxide absorbance. Potency, µM (titrated, usually from 108 µM), for the others: at the top dose activity change, negative = inhibition, usual class: inhibitors. actives 1.1% (n = 580,000); active means well fitted inhibition curve with a large enough effect; inconclusive means small, poorly fitted or top-dose-only effect, or another doubt; inactive means no such curve, though single readings can be large or run the other way
Target sequence (P18054 whole entry, looked up): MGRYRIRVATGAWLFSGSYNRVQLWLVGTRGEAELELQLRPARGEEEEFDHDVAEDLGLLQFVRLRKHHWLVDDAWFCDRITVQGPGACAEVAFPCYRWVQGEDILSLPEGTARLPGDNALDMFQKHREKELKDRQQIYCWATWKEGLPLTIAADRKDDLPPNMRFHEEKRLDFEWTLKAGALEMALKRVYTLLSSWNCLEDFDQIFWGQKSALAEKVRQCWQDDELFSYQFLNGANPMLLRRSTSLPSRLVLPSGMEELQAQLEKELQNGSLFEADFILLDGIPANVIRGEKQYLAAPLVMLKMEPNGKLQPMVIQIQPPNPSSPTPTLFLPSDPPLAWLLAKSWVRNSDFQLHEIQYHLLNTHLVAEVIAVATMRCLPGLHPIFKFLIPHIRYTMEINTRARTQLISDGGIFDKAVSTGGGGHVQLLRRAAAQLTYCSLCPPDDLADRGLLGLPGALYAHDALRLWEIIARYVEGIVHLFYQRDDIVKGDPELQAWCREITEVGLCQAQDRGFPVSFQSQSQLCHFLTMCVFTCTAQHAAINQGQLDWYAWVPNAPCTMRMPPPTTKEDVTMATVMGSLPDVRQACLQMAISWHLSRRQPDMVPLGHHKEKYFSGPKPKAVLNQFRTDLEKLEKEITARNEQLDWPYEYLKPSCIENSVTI
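Purified human 12hLO (150 nM final) in 25 mM Hepes, 0.01% Triton X-100, pH 7.0 was preincubated 15 min at room temperature with compound. Then 40 uM arachidonic acid was added, 30 min. Hydroperoxide was read by Fe-XO absorbance ratio 573/405 nm.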
An asterisk follows results filed as active; ? = inconclusive; [ ] = another dose, or the depositor's remark. On the % scale 0 is the no-effect control and ±100 the full control effect; potency means the concentration at half of the fitted maximal effect. Not all compounds are listed; the hit share may differ from the screen's.

SMILES	ALOX12 inh
Cc1ccc(C2NC(=O)c3n[nH]c(C(C)C)c32)cc1 (stereo not drawn)	11%
CCOc1ccc(NC(=O)CCn2ccn3nc4c(c3c2=O)CCCC4)cc1	24%
Cc1cc(C)cc(NC(=O)N2CCCC2c2ccco2)c1 (stereo not drawn)	7%
O=C(c1ccc(CN2C(=O)NC3(CCS(=O)(=O)CC3)C2=O)cc1)N1CCCCCC1	1%
CC(C)(C)c1ccc(C(=O)NC(Nc2ccc(I)cc2)C(Cl)(Cl)Cl)cc1 (stereo not drawn)	?
COCCn1c(C)cnc1CCNS(=O)(=O)c1ccccc1	22%
CCOC(=O)c1sc(NC(=O)c2cc(Cl)ccc2F)nc1C	3%
Nc1nc(COC(=O)c2ccc(OC(F)F)cc2)nc2ccccc12	32%[activator]
O=Cc1cc(O)c(Br)cc1Br	?
Cc1c(C(=O)Nc2nonc2-c2cccs2)oc2ccccc12	-1%
CCC(C)(C)C(=O)N[C@@H]1CN(c2ccncn2)C[C@H]1CO	16%
Cn1nccc1C(=O)N1C[C@@H](F)C[C@H]1C(=O)N1CCCCC1	31%
O=C(NCCN1CCOCC1)c1ccc2nccn2c1	?
COc1ccc(-c2noc(CN3CCCc4c(C(=O)NC(C)C)cccc43)n2)cc1OC	?
CCN(Cc1cc2ccc(C)cc2[nH]c1=O)C(=O)c1ccc(C(C)(C)C)cc1	-2%
COc1ccc2c(C)c(CCC(=O)Nc3ccc(F)cc3)c(=O)oc2c1	?
Cc1ccc(C(=O)NC[C@H]2O[C@@H](CC(=O)N3CCN(c4ccccc4)CC3)[C@H](O)[C@@H]2O)cc1	4%
CCOc1ccc(N2C(=O)C(c3nnnn3C(C)(C)C)N(Cc3ccc(OC)c(OC)c3)C2=O)cc1 (stereo not drawn)	?
Cn1cnc(C(=O)N2[C@@H]3CC[C@H]2CC(NC(=O)c2ccncc2)C3)c1 (stereo partly drawn)	?
O=C(CCC1CCN(C(=O)c2ccccc2)CC1)Nc1cccc(Cl)c1	10%

By substructure, those above containing an aryl methoxy group
SMILES	ALOX12 inh
COc1ccc(-c2noc(CN3CCCc4c(C(=O)NC(C)C)cccc43)n2)cc1OC	?
COc1ccc2c(C)c(CCC(=O)Nc3ccc(F)cc3)c(=O)oc2c1	?
CCOc1ccc(N2C(=O)C(c3nnnn3C(C)(C)C)N(Cc3ccc(OC)c(OC)c3)C2=O)cc1 (stereo not drawn)	?

Next part.
SMILES	ALOX12 inh
O=C(NC1CCCCC1)c1ccc2ncsc2c1	1%
O=C(Cn1c(-c2cscn2)nc2ccccc21)Nc1ccc(N2CCCC2=O)cc1	?
CN1CC2(CCN(C(=O)c3ccccc3C3CCNC3)CC2)CC1=O (stereo not drawn)	15%
CNC(=O)[C@@H]1C[C@H](n2cc(CN(C)C(=O)NCC3CCCCC3)nn2)CN1	56%[activator]
CCCn1c(=O)c2ccc(C(=O)NC(C)CC)cc2n2c(SCc3ccc(F)cc3)nnc12 (stereo not drawn)	-3%
c1ccc(Nc2ccc(-n3cccc3)cc2)cc1	?
N#Cc1ccc(C(=O)NCC(=O)N2CCCCCNC(=O)CC2c2ccccc2)cc1 (stereo not drawn)	36%[activator]
CC(C)NC(=O)N1CCN(C(=O)N2CCOCC2)[C@@H](C(=O)N[C@H](Cc2c[nH]c3ccccc23)C(N)=O)C1	2%
COCCCn1c(CN(C)CCc2ccccc2)cnc1S(=O)(=O)C1CCCC1	6%
Nc1[nH]c(C(=O)c2ccccc2)c(-c2ccc(Cl)cc2)c1C(=O)c1c[nH]c2ccc(Br)cc12	?
Cc1nc2c(c(-c3ccc(O)cc3)n1)CN(Cc1cccnc1)CC2	20%[176 µM]
CCCCCCn1nc(C(=O)Nc2cccc(S(=O)(=O)N3CCOCC3)c2)c2ccccc2c1=O	33%
C#CCNC(=O)c1cc(-c2ccccc2)sc1N	-4%
C[C@]1(O)CCN(C(=O)c2cccc(Cn3cccn3)c2)C[C@@H]1O	24%
CC(C(=O)NC1CC1)N1C(=O)COc2ccc(C(=O)COc3cccc(Cl)c3)cc21 (stereo not drawn)	1%
COc1ccc(NC(=O)N2CCc3c(C(=O)NCCCN4CCCC4=O)cccc32)cc1	41%[activator]
COCCOc1ccnc(-c2noc([C@@H]3CCCN3C3CCC3)n2)c1	68%[activator][176 µM]
CC[C@H]1CN(C(=O)Nc2cccc(C(F)(F)F)c2)CC[C@H]1CC(=O)O	46%[activator][176 µM]
O=C(O)C[C@@H]1CCN(C(=O)C2CC2)C[C@@H]1CCN1CCN(c2ccccc2)CC1	?
COCCc1noc(C2CN(S(=O)(=O)c3ccc(C#N)cc3)C2)n1	33%[activator]
CCCCCCc1cc2c(-c3ccccc3)cc(=O)oc2cc1O	?
Cc1noc(-c2ccc(N3CCN(Cc4nccn4C)CC3)nc2)n1	60%[activator]
CC(=O)Nc1ccc(C)cc1-c1nnc(SCC(=O)Nc2cc(Cl)ccc2Cl)[nH]c1=O	3%
CC(=O)N(OCc1ccccc1)[C@@H]1c2cc(C#N)ccc2OC(C)(C)[C@H]1O	2%
O=C(NC1CCC(c2ccccc2)CC1)c1cccc2ncccc12 (stereo not drawn)	1%
O=C1CCN(C(=O)Nc2ccccc2)CCCC(c2nc(-c3cccnc3)no2)CCN1 (stereo not drawn)	36%[activator]
COc1ccc(C2Cn3nnc(-c4nc(-c5ccc(C)cc5)no4)c3CO2)cc1 (stereo not drawn)	15%
CCOC(=O)c1oc2cc(OCc3cccc(OC)c3)ccc2c(=O)c1-c1ccc(OC)cc1	-5%
Cc1ccc(S(=O)(=O)N(C)CC2CCOCC2)cc1F	18%
Cc1ccc2c(c1)-n1c(nc3ccccc3c1=O)C(Cc1ccccc1)NC2=O (stereo not drawn)	1%
O=C(Nc1nc2cc3c(cc2s1)OCCCO3)c1ccc(Br)cc1F	-3%
O=C(COC(=O)c1c[nH]c2ccccc12)Nc1ccc(N2CCOCC2)cc1	?
CCNC(=O)N1C[C@@H](Oc2cccnc2)C[C@@H]1C(=O)NCCOC	20%
Cc1cc(C(=O)CN(C)CC(=O)Nc2ccccc2Br)c(C)n1CCc1cccs1	3%
O=C(NCC1CCCCC1)c1cc2n(n1)CC(c1ccc(Cl)cc1)OC2 (stereo not drawn)	7%
COc1ccc(CNC(=O)COc2ccc(NC(=O)C3CC3)cn2)cc1	-8%
O=C(c1ccc(F)cc1Cl)N1CCN(c2cc(C(F)(F)F)ncn2)CC1	6%
CN1C(=O)CCC2(CNC(=O)c3ccccn3)CCC=C12 (stereo not drawn)	-2%
CCc1nnsc1C(=O)NCC1(c2cccc(F)c2)CCOCC1	2%
COc1ccc(S(=O)(=O)Nc2ccc(Nc3cc(N(C)C)nc(C)n3)cc2)c(C)c1C	-29%
O=C(CN1Cc2ccccc2OC(c2ccsc2)C1)NCC1OCCc2ccccc21 (stereo not drawn)	3%
CN(Cc1cnc2ccccc2c1)C(=O)c1ccc(CCC(C)(C)O)cc1	21%
COc1cccc(-c2nc(NCc3ccccc3)c3ccccc3n2)c1	?
O=C(C(=O)N1CCC(CNC(=O)C2COc3ccccc3O2)CC1)c1cc2ccccc2o1 (stereo not drawn)	-19%
COc1ccccc1CNC(=O)c1cccc2c1C(=O)N(C1CCCCC1)C2	3%
CNC(=O)NC[C@H]1CCN(Cc2cc(OC)cc(OC)c2)C[C@H]1N(C)C	80%[activator]
N#Cc1cccc(Oc2cccc3cccnc23)c1C#N	0%
CCn1c(Cn2nnc(-c3ccccc3Cl)n2)nc2cc(S(=O)(=O)N3CCCCC3)ccc21	1%
c1coc(-c2cc(-c3nc(-c4ccc5c(c4)OCO5)no3)[nH]n2)c1	?
CCn1c(SCC(=O)Nc2ccc3c(c2)OCCO3)nc2c(-c3ccccc3)csc2c1=O	-9%
COc1ccc(Cl)cc1C(=O)Nc1ccc(C(C)(C)C)cc1	-2%
CCc1cc(=O)n(CC(=O)Nc2ccc3c(c2)OCCO3)c(-n2nc(C)cc2C)n1	19%
COc1ccc(CCc2nc3nccc(-c4ccc5c(c4)OCCCO5)n3n2)cc1OC	39%[activator]
CCN1CCCC2(Cc3ccccc3CN(C(=O)C(C)C)C2)C1 (stereo not drawn)	10%[6.33 µM]
CNC(=O)[C@@H]1C[C@H](Oc2ccccc2)CN1S(=O)(=O)c1cc(OC)ccc1OC	21%
COc1ccc(-c2nc3cc(C)ccc3cc2CN2CCCC(C#N)C2)cc1OC (stereo not drawn)	33%[activator]
COCCCNC(=O)C1CCCN(C(=O)Cc2c[nH]c3ccccc23)C1 (stereo not drawn)	3%
COc1cccc2c1OCC(CNC(=O)CCc1c(C)noc1C)C2 (stereo not drawn)	-21%
CCN(CC)CCNC(=O)c1n[nH]c(=O)c2ccccc12	6%
O=C(Nc1nnc(Cc2c[nH]c3ccccc23)s1)C1CCCCC1	24%

3 compounds picked at random from the list so far, as already listed:
SMILES	ALOX12 inh
CCc1cc(=O)n(CC(=O)Nc2ccc3c(c2)OCCO3)c(-n2nc(C)cc2C)n1	19%
COc1ccccc1CNC(=O)c1cccc2c1C(=O)N(C1CCCCC1)C2	3%
CNC(=O)[C@@H]1C[C@H](Oc2ccccc2)CN1S(=O)(=O)c1cc(OC)ccc1OC	21%

The listing continues.
SMILES	ALOX12 inh
COc1ccc(C(=O)NCC2CCN(c3cnn(C)c(=O)c3)C2)c(OC)n1 (stereo not drawn)	23%
NC(=O)CN1CCC(C(=O)N2CCCC(CO)(CC3CC3)C2)CC1 (stereo not drawn)	3%
COC[C@@H]1CN(C(=O)c2cccc(C)n2)C[C@H]1c1nc(C2CC2)no1	?
COc1ccc(C)cc1NC(=O)C(Sc1nnnn1C1CCCC1)c1ccccc1 (stereo not drawn)	?
Cc1ccc(C(=O)Nc2cc3c(cc2C(=O)c2ccccc2)OCCO3)cc1	-19%
NCCCN1C(=O)CC[C@H]2CN(C(=O)c3coc4ccccc34)CC[C@H]21	57%[activator]
Cc1c(Cl)c(C(=O)N2C[C@@H](CN3CCCN(C)CC3)[C@@H](CO)C2)nn1C	77%[activator]
O=C(COc1ccccc1F)c1ccc2c(c1)N(CC(=O)N1CCOCC1)C(=O)CO2	-11%
COc1cccc(CN(C)Cc2ccc(F)cc2)c1	57%[activator][176 µM]
O=C(c1ccccc1F)N1CCC2(C1)C(=NC1CCCCC1)NC(=O)N2c1cccnc1 (stereo not drawn)	5%[6.33 µM]
CC(=O)OC[C@@]1(O)C[C@@]23CC[C@@H]4c5ccoc5CC[C@@]4(C)[C@@H]2CCC1C3	5%
COc1ccccc1NC(=O)c1cc(=O)c2ccc(C)cc2o1	-27%
CCN1c2cc(C(=O)NCc3cc(F)ccc3F)ccc2C(=O)N2CCCCC21 (stereo not drawn)	?
CCCn1nc(C(=O)N(C)Cc2ccc(OCC)cc2)c2ccccc2c1=O	?
Nc1cc2ccccc2cc1NS(=O)(=O)N1CCCCC1	-27%
CC1Oc2ccc(NC(=O)Cc3ccccc3)cc2CN(Cc2ccc(Cl)cc2)C1=O (stereo not drawn)	-3%
CCn1cc2c(C(F)(F)F)cc(=O)n(CCC(=O)O)c2n1	-23%
Cc1cnc(C2CCOCC2)n1C1CCCN(S(=O)(=O)c2cn(C)cn2)C1 (stereo not drawn)	-2%
COc1ccc(Oc2c(C)oc3cc(OCC(=O)NC4CCS(=O)(=O)C4)ccc3c2=O)cc1 (stereo not drawn)	?
CC1Oc2ccc(NC(=O)NCc3ccccc3)cc2CN(C2CCCc3ccccc32)C1=O (stereo not drawn)	14%
COc1ccccc1C(=O)N[C@@H]1c2ccccc2C2(CCN(Cc3ccc(C)o3)CC2)[C@H]1O	6%
CN1CCN(CC(=O)N/N=C\c2c[nH]c3ccccc23)CC1	-17%
COC(=O)C(Br)(C(=O)OC)C(OC)(C(=O)OC)C(=O)OC	0.71µM*
Cc1ccc(C2(O)CCN(C(=O)Cc3c[nH]c(=O)[nH]c3=O)CC2)nc1	8%
COC(=O)/C=C/c1ccc(OS(C)(=O)=O)c(OC)c1	-29%
CC(C)(C)N1C(=O)c2ccccc2NC(=O)C1C(=O)NCCc1ccccc1 (stereo not drawn)	4%
COc1ccc(CN[C@H]2C[C@H]3C(=O)NC[C@@H](CCC(=O)N4CCC(O)CC4)N3C2)cc1	41%[activator][176 µM]
N#CC1CCNCC1	?
COc1ccc(/C=C(\C#N)C(=O)C(C)(C)C)cc1OCc1cccc(C(F)(F)F)c1	-28%
O=C1COc2ccc(N3CCOCC3)nc2CN1CCOc1ccccc1	-3%[176 µM]
O=c1cc(-c2cccnc2)oc2c(-c3cn[nH]c3)nccc12	3%[176 µM]
COC(=O)c1ccc(C(=O)OC)c(NC(=O)CSc2ccc3c(c2)OCCO3)c1	?
O=C(NCC1CC1)C1CN(Cc2ccccc2)C(=O)N1 (stereo not drawn)	7%[176 µM]
CN(C)C(=O)C1CCc2nnc(CNC(=O)Nc3cccnc3)n21 (stereo not drawn)	1%[6.33 µM]
Cc1ccc(S(=O)(=O)N2CCN(Cc3csc(C)n3)CC2)c(Br)c1	?
CSCCC(NC(=O)[C@@H](NC(=O)c1ccc(Cl)cc1Cl)C(C)C)c1nnc2ccccn12 (stereo partly drawn)	?

Assay outcomes: PubChem, National Center for Advancing Translational Sciences (NCATS)
